Screening data as filed in PubChem.
Pol beta inh: inhibitors of human DNA polymerase beta; 340,000 tested, 1.3% active; P06746; Potency, µM (titrated, usually from 114 µM), inactives show at the highest dose activity change, negative = inhibition, usual class: inhibitors; Pol beta primer extension/strand displacement, fluorescence kinetic; note: potency is the fitted concentration of half-maximal effect; % is set by controls: 0 for no effect and ±100 for the full control effect
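Values derive from four-parameter Hill fits of normalized kinetic data: reads at 0 and 10 min following addition of 50 nM substrate to 10 nM Pol beta preincubated 15 min with compound.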
POLI inh: blocks human DNA polymerase iota activity | Potency, µM (series often up to 115 µM), for the others: at the top dose activity, negative = inhibition, actives largely listed as inhibitors | 390,000 tested, 1% active | Q9UNA4 | Pol iota fluorescent replication assay, 10 min | AID 588590; note: potency is the fitted concentration of half-maximal effect
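Pol iota at 10 nM preincubated 15 min with compounds at room temperature; reaction started with fluorescent substrate, 50 nM final. Fluorescence read kinetically at 0 and 10 min; buffer-only wells as negative control.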
GRP78 ERSR act: induces the endoplasmic reticulum stress response in human glioma cells; U87-MG GRP78 promoter luciferase reporter, 16 h; Potency, µM, inactives show at the highest dose activation, actives largely listed as activators; 420,000 tested, 0.02% active; AID 602332; note: potency is the fitted concentration of half-maximal effect; series mostly up to about 76 µM; % of control where 0% means no effect; nearly all actives have a fitted effect of over 35% in size
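Stably transfected U87-MG glioma cells carrying a GRP78-based luciferase sensor; 16 h compound incubation. Luminescence end-point read 10 min after Bright-Glo addition at room temperature.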
BLM inh: Bloom syndrome helicase (human) inhibition. recombinant BLM DNA unwinding, fluorescence dequenching. Potency, µM (doses to about 56.1 µM), inactives show top-dose activity change, negative = inhibition, hits mostly inhibitors. 350,000 tested, 0.2% active;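 note: potency is the fitted concentration of half-maximal effect; plate controls were vehicle for no effect and no enzyme for full effect; nearly all actives have a fitted effect of over 35% in size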
Target sequence (P54132 whole entry, looked up): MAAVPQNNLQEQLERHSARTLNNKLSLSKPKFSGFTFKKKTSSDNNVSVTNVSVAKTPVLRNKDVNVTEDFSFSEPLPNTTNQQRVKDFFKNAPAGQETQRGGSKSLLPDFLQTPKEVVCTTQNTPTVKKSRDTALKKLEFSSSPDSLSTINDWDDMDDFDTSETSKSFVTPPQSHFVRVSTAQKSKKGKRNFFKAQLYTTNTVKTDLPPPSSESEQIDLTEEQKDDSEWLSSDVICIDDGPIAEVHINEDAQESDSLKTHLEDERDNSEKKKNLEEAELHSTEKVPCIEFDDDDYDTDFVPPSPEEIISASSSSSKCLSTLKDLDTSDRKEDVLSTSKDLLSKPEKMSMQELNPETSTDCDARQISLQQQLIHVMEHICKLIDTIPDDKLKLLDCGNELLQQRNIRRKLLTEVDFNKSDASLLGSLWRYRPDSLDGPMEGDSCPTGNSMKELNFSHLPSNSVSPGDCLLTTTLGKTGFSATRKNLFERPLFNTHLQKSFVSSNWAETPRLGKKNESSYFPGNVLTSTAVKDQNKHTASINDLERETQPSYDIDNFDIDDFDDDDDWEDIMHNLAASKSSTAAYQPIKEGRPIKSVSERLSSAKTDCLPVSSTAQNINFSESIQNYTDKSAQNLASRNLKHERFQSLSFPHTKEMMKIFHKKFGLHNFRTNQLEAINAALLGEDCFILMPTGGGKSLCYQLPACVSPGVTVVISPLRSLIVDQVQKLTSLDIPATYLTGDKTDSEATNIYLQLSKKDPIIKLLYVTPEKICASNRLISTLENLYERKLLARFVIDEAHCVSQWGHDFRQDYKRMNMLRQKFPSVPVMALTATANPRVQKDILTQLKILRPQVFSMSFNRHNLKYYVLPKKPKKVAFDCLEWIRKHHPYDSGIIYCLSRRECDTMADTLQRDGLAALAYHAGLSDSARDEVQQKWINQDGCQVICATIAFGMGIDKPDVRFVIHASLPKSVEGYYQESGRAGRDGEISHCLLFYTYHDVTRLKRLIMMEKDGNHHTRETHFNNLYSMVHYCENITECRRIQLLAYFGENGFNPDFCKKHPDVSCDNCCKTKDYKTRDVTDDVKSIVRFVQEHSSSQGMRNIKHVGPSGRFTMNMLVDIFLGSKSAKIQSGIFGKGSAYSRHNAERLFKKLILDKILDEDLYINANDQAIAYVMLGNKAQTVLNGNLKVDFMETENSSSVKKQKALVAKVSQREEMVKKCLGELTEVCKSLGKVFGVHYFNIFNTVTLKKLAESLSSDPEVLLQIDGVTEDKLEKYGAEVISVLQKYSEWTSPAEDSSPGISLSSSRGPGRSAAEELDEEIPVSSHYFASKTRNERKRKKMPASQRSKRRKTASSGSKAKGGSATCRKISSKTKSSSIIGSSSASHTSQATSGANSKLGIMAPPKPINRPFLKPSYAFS
Pol kappa inh: DNA polymerase kappa (human) inhibition; Q9UBT6; purified Pol kappa, fluorescent DNA synthesis assay, 10 min; Potency, µM (highest dose often 107 µM), for the others: top-dose activity, negative = inhibition, hits mostly inhibitors; 400,000 tested, 0.53% active; note: potency is the fitted concentration of half-maximal effect; % is set by controls: 0 for no effect and ±100 for the full control effect
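Fluorescent qHTS in 1536-well format: enzyme (10 nM) and compound sat 15 min at room temperature before 50 nM substrate (final) was added. Signal taken at 0 and 10 min; no-enzyme buffer wells were negative controls.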
Apoferritin bind: candidate novel general anesthetic via apoferritin binding | P02791 | apoferritin/1-aminoanthracene competitive binding, fluorescence | Potency, µM (doses to about 77.5 µM), inactives show top-dose activity change, negative = displacement, actives largely listed as inhibitors | 350,000 tested, 0.074% active | AID 485281; note: potency is the fitted concentration of half-maximal effect; % is set by controls: 0 for no effect and ±100 for the full control effect; nearly all actives have a fitted effect of over 20% in size
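Apoferritin-based anesthetic binding model; compound displacement of fluorescent 1-AMA measured as endpoint fluorescence after 10 minutes at room temperature, scaled to free-ligand and complex controls.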
APEX1 inh: inhibitors of human APE1 endonuclease; P27695; recombinant APE1, TAMRA/BHQ-2 abasic DNA cleavage fluorescence; Potency, µM (doses to about 65.8 µM), without a hit: at the top dose activity change, negative = inhibition, actives largely listed as inhibitors; 350,000 tested, 0.35% active;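 note: potency is the fitted concentration of half-maximal effect; plate controls were vehicle for no effect and reference inhibitor for full effect; nearly all actives have a fitted effect of over 55% in size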
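Readout is kinetic fluorescence (ex 525, em 598 nm) from cleavage of 50 nM TAMRA/BHQ-2 THF abasic duplex by 0.75 nM APE1, compound added 15 min beforehand at RT.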
LDHA inh: LDHA (human) enzyme inhibition. AID 1347041. 480,000 tested, 0.15% active. purified LDHA, NADH/diaphorase-resazurin fluorescence; active compounds read low. P00338. activity change, % (values are at about 110 or 230 µM); in the data active = activity change below about -30%; inconclusive = mostly about -25% to -30%;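 note: plate controls were DMSO wells for no effect and wells without enzyme for full effect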
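Human LDH5 (2 nM) was incubated with 0.06 mM NADH and 0.2 mM pyruvate for 5 min at room temperature in Tris pH 7.4. Remaining NADH was coupled through diaphorase/resazurin, and resorufin fluorescence was read at 0 and 20 min.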
POLH inh: DNA polymerase eta (human) inhibition. Q9Y253. 390,000 tested, 1.2% active. Potency, µM (highest dose often 114 µM), inactives show at the top dose activity change, negative = inhibition, actives largely listed as inhibitors. recombinant Pol eta, fluorescent DNA replication assay; note: potency is the fitted concentration of half-maximal effect; % is set by controls: 0 for no effect and ±100 for the full control effect
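Pol eta (10 nM) was preincubated with compounds for 15 min at room temperature, after which fluorescent replication substrate (50 nM final) was added to start the reaction. Fluorescence was read kinetically at 0 and 10 min.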
Numbers without * were called inactive; ? = inconclusive; nt = not tested or not shown; & = joins results of further samples; ! = repeats disagree; [ ] = another dose, or the depositor's remark. Unless noted, calls come from the whole dose curve; as a rule, active = well fitted curve in the direction sought with a large enough effect; inconclusive = small, poorly fitted or top-dose-only effect, or another doubt; inactive = no such curve, though single readings can be large; an effect the other way counts as inactive or inconclusive.

| SMILES | Pol beta inh | POLI inh | GRP78 ERSR act | BLM inh | Pol kappa inh | Apoferritin bind | APEX1 inh | LDHA inh | POLH inh |
| --- | --- | --- | --- | --- | --- | --- | --- | --- | --- |
| CC(=O)c1ccc2c(c1)N(CCCN(C)C)c1ccccc1S2 | nt | 26% | 2%&1% | -9%[21.4 µM] | -18% | -7%[29.3 µM] | 11%[21 µM] | -6 | -25% |
| C=CC1=C(C(=O)O)N2C(=O)C(NC(=O)/C(=N\O)c3csc(N)n3)C2SC1 (stereo not given) | nt | nt | -6% | 1% | ? | -5% | nt | nt | nt |
| COc1ccc(CNC(=O)C2CCCN(c3nnc(C)c4c(C)n(-c5ccc(C)cc5)nc34)C2)cc1 (stereo not given) | -19% | 38%[activator] | -8% | 3% | -4% | -18% | nt | -3 | ? |
| COc1cc2c(c(OC)c1OC)-c1c(cc3c(c1OC)OCO3)[C@@H](OC(C)=O)[C@H](C)[C@H](C)C2 | -13% | 17% | -4% | -5% | -15% | -13% | -1% | -1 | ? |
| O=C(NCCc1c[nH]c2ccccc12)c1cccnc1 | 2% | -3% | 3%&0% | -2%&3% | 0%[19.4 µM] | 3% | -1% | -11 | -8% |
| Cc1ccc(C)c(NC(=O)Cn2cc(C(=O)c3ccco3)c3ccccc32)c1 | ? | ? | -8% | -20% | 0% | -15% | nt | -16 | ? |
| O=C(O)CNC(=O)c1ccccc1I | nt | nt | -4%&-3% | -3%&-11% | 11%&-4%[60.1 µM] | -2% | 0% | nt | nt |
| Cn1c(=O)c2[nH]c(Br)nc2n(C)c1=O | nt | nt | -4% | -3% | 2%[19.4 µM] | nt | nt | 5 | nt |
| COc1ccc(C(=O)CC(=O)c2ccc(C(C)(C)C)cc2)cc1 | nt | 0% | -2%&-3% | -15% | ? | -2% | 8.9µM* | -8 | -15% |
| C1CCC(C(CC2CCCCN2)C2CCCCC2)CC1 (stereo not given) | -3% | -7%&0% | -11%&-11%&-13% | -4%&-7% | -13% | -15%&-6% | -6%&20%&0% | -4&-6 | -15%&-19% |
| CCC(C)[C@@H](N)C(=O)O (stereo not given in full) | nt | nt | -5%&1%&-5% | 2%&2% | 2%[19.4 µM] | 0%&0% | -7%&1% | nt | nt |
| CCN1CCN(CCCNC(=O)c2cc3c(s2)-c2c(C)cccc2OC3)CC1 | 1% | 18% | -8% | 8% | -10% | 504%[activator] | nt | -2 | -14% |
| Cn1c(=O)c2c(ncn2CC2OCCO2)n(C)c1=O | 46% | ? | -4%&0% | -5%&-2% | 5% | 7%&5% | 16%&-9% | -1 | -15% |
| Cc1nc2ccccn2c(=O)c1CCN1CCC(C(=O)c2ccc(F)cc2)CC1 | 14% | 36% | 0%&-4%&-5% | -6%&20% | -6%[60.1 µM] | -8% | 6%&1%&3% | -2 | -5% |
| O=c1cc(-c2ccc(O)cc2)oc2cc(OC3OC(CO)C(O)C(O)[C@H]3O[C@@H]3OC[C@@](O)(CO)C3O)cc(O)c12 (stereo not given in full) | nt | nt | -4% | -1% | -11%[60.1 µM] | -20% | -9% | nt | nt |
| CCOc1ccccc1C(N)=O | nt | 2% | -3%&-2% | 3% | -20% | nt | 0% | -7 | -8% |
| NC(=O)c1cccc(-c2cc(Nc3ccc(OC(F)(F)F)cc3)ncn2)c1 | -14% | -1% | -2% | -11% | -11% | -22% | -5% | 0 | -22% |
| COc1ccc(S(=O)(=O)N2c3ccc(Cl)cc3[C@](O)(c3ccccc3Cl)[C@@H]2C(=O)N2CCC[C@H]2C(N)=O)cc1OC | nt | nt | -4% | 1%&-4% | 7%[19.4 µM] | -4% | -10% | nt | nt |
| CC(C)C1C(=O)N(S(C)(=O)=O)[C@H]2CCN(C(=O)/C=C/CN3CCCCC3)[C@@H]12 (stereo not given in full) | nt | nt | -1% | 6% | 18%[60.1 µM] | 3% | 6% | nt | nt |
| O=S(=O)(c1cccc2cnccc12)N1CCCNCC1 | -10% | -13%&-11% | -6%&-10%&-5%&-6%&-5% | 6%&-4%&3% | -14% | -5% | 5%&-2%&-1%&-1% | -5&-6 | 0% |
| c1ccc(CC2=NCCN2)cc1 | 3% | 5% | -5%&-1%&-4% | -9% | -4%[60.1 µM] | 2% | 17% | -13 | -17% |
| C[C@@H](N)C1CCC(C(=O)Nc2ccncc2)CC1 (stereo not given in full) | 9%[57.1 µM] | -3%[58.9 µM] | -4%&-5%&-3% | 0% | -9%[60.1 µM] | -1%&-2%&-14% | 19%&4%&0%&-7% | nt | -5%[57.1 µM] |
| CCCNC(=O)C1CCC(Cn2c(=O)c3sccc3n(CC(=O)NCc3ccccc3)c2=O)CC1 (stereo not given) | -7% | ? | -3% | 1% | 2% | 2% | nt | -2 | -7% |
| CCc1cc(=O)oc2c(CNC(Cc3ccccc3)C(=O)O)c(O)ccc12 (stereo not given) | -2% | -26% | 0% | -9% | -18% | 46%[activator] | -2% | -3 | 1% |
| COC(=O)C1=CO[C@@H](O[C@H]2OC(CO)C(O)C(O)C2O)C2C1CC(O)C2C (stereo not given in full) | nt | nt | -1% | 5% | -11%[60.1 µM] | 1% | 2% | nt | nt |

7 compounds drawn at random from those above, as already listed:
| SMILES | Pol beta inh | POLI inh | GRP78 ERSR act | BLM inh | Pol kappa inh | Apoferritin bind | APEX1 inh | LDHA inh | POLH inh |
| --- | --- | --- | --- | --- | --- | --- | --- | --- | --- |
| Cn1c(=O)c2c(ncn2CC2OCCO2)n(C)c1=O | 46% | ? | -4%&0% | -5%&-2% | 5% | 7%&5% | 16%&-9% | -1 | -15% |
| CCOc1ccccc1C(N)=O | nt | 2% | -3%&-2% | 3% | -20% | nt | 0% | -7 | -8% |
| CCCNC(=O)C1CCC(Cn2c(=O)c3sccc3n(CC(=O)NCc3ccccc3)c2=O)CC1 (stereo not given) | -7% | ? | -3% | 1% | 2% | 2% | nt | -2 | -7% |
| CCC(C)[C@@H](N)C(=O)O (stereo not given in full) | nt | nt | -5%&1%&-5% | 2%&2% | 2%[19.4 µM] | 0%&0% | -7%&1% | nt | nt |
| COc1ccc(CNC(=O)C2CCCN(c3nnc(C)c4c(C)n(-c5ccc(C)cc5)nc34)C2)cc1 (stereo not given) | -19% | 38%[activator] | -8% | 3% | -4% | -18% | nt | -3 | ? |
| C=CC1=C(C(=O)O)N2C(=O)C(NC(=O)/C(=N\O)c3csc(N)n3)C2SC1 (stereo not given) | nt | nt | -6% | 1% | ? | -5% | nt | nt | nt |
| COC(=O)C1=CO[C@@H](O[C@H]2OC(CO)C(O)C(O)C2O)C2C1CC(O)C2C (stereo not given in full) | nt | nt | -1% | 5% | -11%[60.1 µM] | 1% | 2% | nt | nt |

New compounds follow
| SMILES | Pol beta inh | POLI inh | GRP78 ERSR act | BLM inh | Pol kappa inh | Apoferritin bind | APEX1 inh | LDHA inh | POLH inh |
| --- | --- | --- | --- | --- | --- | --- | --- | --- | --- |
| CCN(CC)CCOC(=O)C1(c2ccccc2)CCCC1 | ? | -7% | -5%&-4% | -9%&-2% | 4%[19.4 µM] | ? | -4% | 3&-2 | -6% |
| c1ccc(CN(CC2=NCCN2)c2ccccc2)cc1 | 4%&30% | -15%&15% | -4%&-4%&-6%&-4%&3% | 1% | -10% | -11% | 4% | -11&-2 | -5%&-8% |
| COc1ccccc1N1CCN(CCCNc2cc(=O)n(C)c(=O)n2C)CC1 | 18%[57.1 µM] | 3%[58.9 µM] | -3%&-1%&-3%&-4%&-2%&-2%&-6% | -8% | -1%[60.1 µM] | 1% | 2% | -3 | -15% |
| O=C(NCc1ccco1)c1ccc2c(c1)N(Cc1cccc(Cl)c1)C(=O)c1ccccc1S2=O (stereo not given) | -6% | 1% | -2% | -5% | -17%[60.1 µM] | 7% | nt | -7 | -7% |
| CN(C)CCOC(=O)[C@@H](c1ccccc1)C1(O)CCCC1 | nt | nt | -2% | 6% | 7%[19.4 µM] | 0%[29.3 µM] | nt | nt | nt |
| COc1ccc(CCNc2nc(SCc3ccccc3Cl)nc3ccccc23)cc1OC | -1% | 6% | -6% | -2% | -9%[60.1 µM] | -13% | nt | -10 | -11% |
| CC(COc1ccccc1)NC(C)C(O)c1ccc(O)cc1 (stereo not given) | 24% | 16% | -1%&-7% | 2%&-7% | 1% | -5%&-6% | 9% | -11 | -20% |
| CCCN[C@@H](C)C(=O)Nc1c(C)csc1C(=O)OC | nt | nt | -7% | 0%[21.4 µM] | -6%[19.4 µM] | -10%[29.3 µM] | nt | nt | nt |
| CC(=O)C1CCC2C3CC(C)C4=CC(=O)CC[C@@]4(C)C3C(O)C[C@@]12C (stereo not given in full) | nt | nt | -4% | -10% | -2%[60.1 µM] | -18% | -3% | nt | nt |
| O=c1cc(-c2ccc(O)cc2)oc2cc(O[C@H]3OC(CO)C(O)C(O)C3O)cc(O)c12 (stereo not given in full) | nt | nt | 2% | 5% | ? | 0% | -7% | nt | nt |
| C[C@H]1c2cccc(O)c2C(O)=C2C(=O)[C@]3(O)C(O)=C(C(N)=O)C(=O)C(N(C)C)[C@@H]3[C@@H](O)C21 (stereo not given in full) | 18%[57.1 µM] | 8%[58.9 µM] | nt | nt | nt | nt | 4% | nt | -1%[57.1 µM] |
| Cc1ccccc1OC[C@H](O)CO | nt | nt | -2% | 7%[21.4 µM] | -7%[12 µM] | -2%[29.3 µM] | 0%[21 µM] | nt | nt |
| CCOc1ccc(C(=O)OCCN(CC)CC)cc1 | 2% | 12% | -6%&-3% | -13%&2% | -5%[60.1 µM] | -15%&-6% | 2%&-2% | 13&-7 | -18% |
| C[C@]12CCC(=O)C=C1CC[C@@H]1[C@@H]2CC[C@@]2(C)[C@H]1CC[C@]2(O)C(=O)CO | 29% | 26% | -3%&-1%&-3% | -4% | -6%[60.1 µM] | 7% | 12%&-4% | -1 | -12% |
| Oc1ccc(/C=C/c2cc(O)cc(O)c2)cc1 | ? | ? | -15%&0%&-3%&-1%&-5% | -9%&-9%&-14% | 14µM*! | -4% | ? | 0 | -3%[57.1 µM] |
| Cc1ccc(CN2CCN(Cc3cccc4nccnc34)CC2CCO)cc1 (stereo not given) | ? | -6% | 4% | 0% | 11% | -6% | -5% | 0 | -19% |

A portion of the library; rates above refer to the full screens.
